uPA surface inh = qHTS for Inhibitors of Cell Surface uPA Generation. cell surface uPA generation assay, qHTS. Potency, µM (doses to about 38.3 µM), inactives show top-dose activity change, negative = inhibition, actives largely listed as inhibitors. hit rate 0.31% among 330,000. AID 540303, 2011; active = well fitted inhibition curve with a large enough effect; inconclusive = small, poorly fitted or top-dose-only effect; inactive = no such curve, though single readings can be large or run the other way; tested in mouse RAW 264.7 cells; also: potency is read from the fitted curve at half-maximal effect; % is scaled to controls: 0 for no effect and ±100 for the full control effect; nearly all actives have a fitted effect of over 55% in size
p53 reactivator = qHTS assay for re-activators of p53 using a Luc reporter | H1299 p53-A138V BP100-luciferase reporter, luminescence, 24 h | Potency, µM (doses to about 92.2 µM), without a hit: at the highest dose activity change, positive = activation, usual class: activators | hit rate 0.063% among 320,000; also: potency is read from the fitted curve at half-maximal effect; % of control where 0% means no effect; nearly all actives have a fitted effect of over 45% in size
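p53-null H1299 cells stably carrying temperature-sensitive p53-A138V and a BP100-luciferase reporter were pinned with compounds (4-point, 1:5 series) and held 24 hrs at 37 deg C. Luminescence was read 10 min after detection reagent.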
USP2a inh = qHTS Assay for Inhibitors of Ubiquitin-specific Protease USP2a Using CHOP2 as the Reporter; Ubiquitin carboxyl-terminal hydrolase 2 (Homo sapiens), O75604; USP2 core, Ub-CHOP2 coupled fluorogenic reporter, 485/531; Potency, µM (series often up to 38.3 µM), without a hit: top-dose activity change, negative = inhibition, hits mostly inhibitors; hit rate 0.01% among 330,000; AID 463254, 2010;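 also: potency is read from the fitted curve at half-maximal effect; plate controls were DMSO wells for no effect and full inhibition by NEM control for full effect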
Target sequence (O75604 whole entry, looked up): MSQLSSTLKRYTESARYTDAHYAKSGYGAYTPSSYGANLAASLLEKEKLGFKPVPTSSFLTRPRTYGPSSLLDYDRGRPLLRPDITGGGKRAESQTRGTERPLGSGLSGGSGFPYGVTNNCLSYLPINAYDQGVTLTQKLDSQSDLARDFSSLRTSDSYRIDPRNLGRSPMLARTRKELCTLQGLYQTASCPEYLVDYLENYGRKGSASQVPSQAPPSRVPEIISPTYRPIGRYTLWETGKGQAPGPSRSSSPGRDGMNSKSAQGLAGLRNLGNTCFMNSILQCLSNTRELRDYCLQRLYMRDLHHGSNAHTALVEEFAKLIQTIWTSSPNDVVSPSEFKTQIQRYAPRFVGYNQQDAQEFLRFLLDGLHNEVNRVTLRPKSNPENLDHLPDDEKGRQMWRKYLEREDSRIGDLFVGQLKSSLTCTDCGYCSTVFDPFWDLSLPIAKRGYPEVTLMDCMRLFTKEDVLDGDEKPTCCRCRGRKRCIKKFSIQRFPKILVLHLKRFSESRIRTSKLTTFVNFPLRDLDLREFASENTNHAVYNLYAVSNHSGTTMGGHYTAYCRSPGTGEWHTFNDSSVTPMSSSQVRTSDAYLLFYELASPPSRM
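Deubiquitinase activity read as fluorescence (485/531 nm) after Ub-CHOP2 cleavage activates the enterokinase reporter on its substrate; USP2 core 10nM, Ub-CHOP2 and substrate 25nM each, 30min compound preincubation then 60min RT; data normalized to NEM, curves fitted.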
S-ASM inh = Inhibitors of Secretory Acid Sphingomyelinase (S-ASM): qHTS; hit rate 0.006% among 340,000; Sphingomyelin phosphodiesterase (Homo sapiens), P17405; AID 504937, 2011; Potency, µM (doses to about 57.5 µM), for inactives: at the highest dose activity change, negative = inhibition, usual class: inhibitors; placental ASM, HMU-PC fluorogenic substrate, 60 min; also: potency is read from the fitted curve at half-maximal effect
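Fluorogenic HMU-PC substrate (9 uM final) is turned over by placental ASM in 60 min at 37 C after a 10 min compound preincubation. Reaction ended by alkaline stop (pH 10), with fluorescence read at 386/447 nm.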
BRCA1 expr up = qHTS Assay to Identify Small Molecule Activators of BRCA1 Expression; MCF7-BRCA1-FFLuc reporter, luminescence, 48 h; response scale: scaled: vehicle 0%, 10 µM genistein 100%; Potency, µM (series often up to 46.1 µM), without a hit: top-dose activation, actives largely listed as activators; hit rate 1.1% among 380,000; AID 624202, 2012; also: potency is read from the fitted curve at half-maximal effect; nearly all actives have a fitted effect of over 80% in size; some results filed as inactive show a strong effect at the top dose
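Compounds are tested at multiple concentrations on MCF7 BRCA1-luciferase reporter cells seeded at 2000 per well; after 48 h, a single luminescence end-point is taken and curves fitted to the normalized data.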
TRPV1 ag = HTS Assay for Compounds that Act as Agonists of the Vanilloid Receptor 1 | Transient receptor potential cation channel subfamily V member 1 (Homo sapiens), Q8NER1 | TRPV1-expressing cells, Fluo-8 calcium influx, agonist mode | activation, % at 8.33 µM | hit rate 0.19% among 320,000; in the data active = activation above about 80%; inconclusive = between about 30% and that limit; also: 0% is about no effect
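TRPV1-expressing cells were cultured overnight at 35.5C and loaded with Fluo-8 calcium dye for 40 to 90 min at room temperature. After a 10 s baseline, compound was added and calcium influx was read kinetically for 3 min (ex 480/em 520 nm).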
PTAP TSG101 blk = qHTS Assay for Iinhibitors of HIV-1 Budding by Blocking the Interaction of PTAP/TSG101 | Potency, µM (series often up to 115 µM), for inactives: at the top dose activity change, negative = inhibition, most hits filed as inhibitors | 340,000 tested, under 10 active | Fluorescence polarization, FITC-PTAP peptide / Tsg101 binding | Tumor susceptibility gene 101 protein (Homo sapiens), Q99816; active = well fitted inhibition curve with a large enough effect in the main read-out, with a control signal flat, not every such curve was filed as active; inconclusive = small, poorly fitted or top-dose-only effect, or effect the other way, or a change in a side signal; inactive = no such curve, though single readings can be large or run the other way; also: potency is read from the fitted curve at half-maximal effect; % of control where 0% means no effect
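Steps: Tsg101 binding domain dispensed (10 uM final), compounds pinned in DMSO, FITC-labeled PTAP-motif peptide added (50 nM final); after 20 min binding at room temperature, polarization measured.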
ELG1 genotoxic = qHTS screen for small molecules that induce genotoxicity in human embryonic kidney (HEK293T) cells expressing luciferase-tagged ELG1; HEK293T ELG1-luciferase reporter, luminescence, 16 h; Potency, µM (doses to about 46 µM), for the others: at the highest dose activity change, positive = activation, usual class: activators; hit rate 1.3% among 330,000; also: potency is read from the fitted curve at half-maximal effect; % of control where 0% means no effect; nearly all actives have a fitted effect of over 60% in size
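HEK293T cells expressing luciferase-tagged ELG1 were treated with compound or DMSO for 16 hr at 37°C. Luciferase activity was then read after 30 min with ONE-Glo at room temperature; rising signal flags genetic stress.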
a7 integrin act = qHTS for Activators of Integrin-Mediated Alleviation for Muscular Dystrophy. alpha7betagal myoblasts, beta-gal FDG fluorescence, 48 h. Potency, µM (series often up to 38.3 µM), for the others: at the highest dose activation, actives largely listed as activators. hit rate 0.064% among 350,000. AID 624291, 2012;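 also: potency is read from the fitted curve at half-maximal effect; 100% = response of the positive control SU9516; nearly all actives have a fitted effect of over 60% in size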
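Alpha7betagal+/- myoblasts (passage 13) were plated 16-24 hr, then exposed to compounds (1:260 dilution of DMSO stock) for 48 hours at 37C. After MPER lysis, β-galactosidase reporter activity was read as FDG fluorescence (ex 480/em 540) after 30 minutes.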
Eya2 inh = qHTS Assay for Inhibitors of the Phosphatase Activity of Eya2; AID 488837, 2010; Potency, µM (top dose mostly 76.9 µM), without a hit: top-dose activity, negative = inhibition, most hits filed as inhibitors; hit rate 0.006% among 330,000; recombinant Eya2, OMFP fluorescence dephosphorylation (OMFP is methylfluorescein phosphate); also: potency is read from the fitted curve at half-maximal effect; % is scaled to controls: 0 for no effect and ±100 for the full control effect
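Eya2 (0.2 uM) preincubated 10 min at ambient with compound, then OMFP substrate added at 50 uM; 10 min reaction in 50 mM HEPES pH 7.5, 50 mM NaCl, 5 uM MgCl2, 0.05% BSA, 1 mM DTT. Fluorescence read at Ex 485/Em 525 nm.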
B2AR arrestin = qHTS assay of beta-arrestin-biased ligands of beta2-adrenergic receptor; Beta-2 adrenergic receptor (Homo sapiens), P07550; beta-arrestin recruitment to beta2AR, cell-based reporter; Potency, µM (highest dose often 46.1 µM), without a hit: top-dose activation, hits mostly activators; hit rate 0.02% among 330,000;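 also: potency is read from the fitted curve at half-maximal effect; 0% = DMSO controls and full agonism = EC100 isoproterenol or metaproterenol; nearly all actives have a fitted effect of over 65% in size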
Target sequence (P07550 whole entry, looked up): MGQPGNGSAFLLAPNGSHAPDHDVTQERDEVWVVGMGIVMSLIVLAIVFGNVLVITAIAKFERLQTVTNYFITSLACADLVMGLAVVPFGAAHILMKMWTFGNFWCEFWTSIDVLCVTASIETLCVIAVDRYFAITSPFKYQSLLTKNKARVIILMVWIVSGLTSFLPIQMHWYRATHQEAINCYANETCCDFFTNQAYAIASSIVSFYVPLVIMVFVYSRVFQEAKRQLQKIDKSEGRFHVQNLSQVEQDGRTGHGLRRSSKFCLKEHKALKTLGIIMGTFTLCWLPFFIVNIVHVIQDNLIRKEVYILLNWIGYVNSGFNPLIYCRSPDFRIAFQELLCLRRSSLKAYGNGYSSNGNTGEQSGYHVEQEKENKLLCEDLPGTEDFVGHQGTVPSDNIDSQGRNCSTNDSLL
Numbers without * were called inactive; ? = inconclusive; . = not tested or not shown; [ ] = remark or other dose. Unless noted, calls follow the shape of the dose curve; as a rule, active = well fitted curve in the direction sought with a large enough effect; inconclusive = small, poorly fitted or top-dose-only effect, or another doubt; inactive = no such curve, though single readings can be large; an effect the other way counts as inactive or inconclusive.

SMILES	uPA surface inh	p53 reactivator	USP2a inh	S-ASM inh	BRCA1 expr up	TRPV1 ag	PTAP TSG101 blk	ELG1 genotoxic	a7 integrin act	Eya2 inh	B2AR arrestin
O=C(NCC(=O)N(c1ccccc1F)C(C(=O)NC1CCCC1)c1cccnc1)c1ccco1 (configuration not stated)	-2.4%	0.7%	-8.7%	0.8%	-17.9%	-2.2	0.3%	3.8%	-18.8%	-28.2%	-0.5%
O=C(Oc1ccc(-c2ccccc2)cc1)c1ccco1	-0.7%	.	.	18.0%	56.3%	.	-1.2%	.	-10.4%	.	.
O=C(c1cn(-c2ccccc2)nc1-c1cccnc1)N1CCCCC1	1.7%	-12.4%	-0.9%	-1.1%	59.4%	3.1	-5.0%	2.7%	-8.6%	-0.2%	-1.0%
CNC(=O)c1sc(-c2cccs2)nc1C	-0.7%	3.2%	2.2%	6.8%	32.0%	0.8	0.9%	10.0%	1.2%	-0.7%	0.1%
COc1ccc(NC(=O)NCCC2=CCCCC2)cc1	-0.6%	5.5%	0.4%	1.0%	?	27.7	-5.8%	?	-19.4%	9.0%	0.1%
CCCCN(CCCNC(=O)c1ccc(CS(=O)(=O)c2c(Cl)cccc2Cl)o1)Cc1ccccc1	-14.8%	12.7%	-0.4%	-1.6%	-16.9%	0.3	0.5%	-6.6%	-43.6%	-3.7%	-0.4%
CCCCNC(=O)CCc1c(C)nc2nc(-c3cc(OC)cc(OC)c3)nn2c1C	3.2%	0.1%	0.1%	4.9%	-1.8%	-2.1	-10.0%	0.5%	2.9%	5.3%	-0.2%
CCOC(=O)CNC(=O)CCNS(=O)(=O)c1ccc2c(c1)c(=O)n(C)c(=O)n2C	11.5%	0.8%	-0.7%	7.3%	-3.8%	-3.4	-7.3%	4.4%	14.5%	20.5%	-0.8%
C=C1N(c2cccc(Cl)c2)C(=O)OC1(C)C	0.2%	0.2%	10.6%	-0.7%	10.3%	6.1	-0.7%	2.2%	24.4%	4.2%	-0.8%
C=CCN(CC=C)C(=O)Nc1cc(OC)ccc1OC	-1.9%	-0.7%	3.0%	-0.7%	-13.6%	4.7	3.7%	-0.9%	-21.5%	12.6%	3.2%
COc1ccc(NC(=O)C2=C(C)NC(=O)NC2c2cccc(OC)c2OC)c(OC)c1 (configuration not stated)	3.7%	-4.9%	3.1%	-3.0%	-0.5%	-2.0	-4.7%	3.0%	-6.4%	-0.7%	0.5%
O=C(N/N=C/c1c[nH]c2ccccc12)c1cccc([N+](=O)[O-])c1	-3.5%	16.5%	0.7%	-4.7%	-52.3%	-5.5	-3.0%	-0.1%	-13.4%	-11.3%	-1.1%
CCOC(=O)c1cc([N+](=O)[O-])c([N+](=O)[O-])cc1NC(C)=O	-14.0%	-18.1%	3.5%	2.1%	-98.3%[inhibitor]	-2.3	-1.9%	-19.1%	7.1%	7.2%	-0.6%
O=[N+]([O-])c1nn(-c2ccc(Cl)cc2)n(O)c1=NCc1cccnc1	-18.5%	?	-1.0%	0.4%	83.7%	-5.1	-0.5%	12.5%	3.0%	-8.3%	4.0%
COc1ccc(Cl)cc1NC(=O)COC(=O)CNC(=O)C1CCCCC1	2.2%	7.1%	1.5%	7.3%	-7.8%	1.4	0.0%	-2.2%	-29.4%	2.5%	-0.4%
O=C(Nc1ccncc1)C1CC1c1ccccc1 (configuration not stated)	-1.9%	-7.6%	1.1%	0.0%	-22.5%	?	-4.3%	-1.1%	0.0%	0.4%	0.0%
Cc1ccc(/C(=N/Nc2nc3ccccc3s2)C2=C(O)c3ccccc3C2=O)cc1	.	16.8%	-3.3%	-11.2%	-17.5%	7.9	-2.0%	3.1%	18.2%	-23.1%	0.2%
O=C(Nc1cccc(F)c1)C1CCN(C(=O)c2ccccc2Cl)CC1	-2.0%	-2.7%	1.2%	4.2%	-27.0%	3.6	-0.3%	-3.8%	1.1%	13.4%	0.0%
COc1ccc(N2C(=O)CC(c3cc(OC)c(OC)c(OC)c3)CC2=O)cc1	-5.7%	-4.7%	-1.1%	0.7%	-16.9%	-0.4	3.9%	0.0%	10.0%	-0.8%	-0.2%
O=C(NCc1ccccc1CN1CCCC1)c1ccc(OCc2cscn2)cc1	10.9%	-6.4%	-0.6%	-3.3%	4.7%	-0.9	1.0%	2.8%	9.0%	8.6%	-0.3%
COc1ccc(C)cc1S(=O)(=O)N1c2ccc(C)cc2C2CN(C)CCC21 (configuration not stated)	0.0%	-10.1%	2.7%	3.1%	-8.2%	3.2	-2.3%	0.1%	-65.2%[inhibitor]	-29.3%	-0.5%
O=C(O)/C=C/C(=O)Nc1ccc(Oc2ncnc3cc(Cl)ccc23)nc1	-7.0%	12.4%	0.0%	2.6%	?	-2.5	0.1%	6.5%	-25.2%	-1.1%	-0.1%
O=C(NC1CCCCC1)C(c1ccccn1)N(C(=O)Cc1cccs1)c1ccc(Cl)cc1 (configuration not stated)	.	1.4%	3.5%	-2.0%	-56.6%	15.3	-0.3%	-4.5%	9.2%	-10.3%	-0.6%
COc1ccc(CC(=O)NNC(=O)Cc2ccc(OC)cc2)cc1	.	-4.6%	1.7%	.	.	0.3	.	6.9%	.	-7.4%	0.0%
CC(C)(C)OC(=O)NCCCC[C@H](NC(=O)c1[nH]cnc1C(=O)Nc1ccccc1)C(=O)OC(C)(C)C	?	3.5%	-12.5%	-5.7%	-56.5%	?	0.2%	-14.3%	-37.8%	-14.1%	-0.7%
CC(c1ccco1)N(Cc1ccco1)C(=O)Nc1ccccc1 (configuration not stated)	-10.4%	-2.3%	-0.5%	3.1%	4.9%	8.8	-6.5%	3.4%	-28.3%	2.1%	-0.3%
CCOC(=O)[C@H]1[C@H]2COc3cc(OC)ccc3[C@@H]2N2C(=O)CN(Cc3ccco3)C(=O)[C@@]12C	-0.8%	?	-0.1%	-1.1%	13.2%	-2.9	.	0.9%	13.3%	4.0%	0.5%
COC(=O)c1ccc(Cn2nc(C)c([N+](=O)[O-])c2C)o1	9.5%	-1.2%	1.5%	2.3%	1.2%	?	-2.5%	-7.1%	14.4%	-3.2%	0.1%
COc1cccc(NC(=O)CSc2nc3ccccc3n2C)c1	19.1%	-9.9%	4.6%	-1.5%	56.7%	1.9	-1.7%	-10.7%	0.0%	-20.7%	0.3%
COc1ccc(/C=C/C(=O)N2CC(C)OC(C)C2)cc1OC (configuration not stated)	9.8%	1.8%	1.2%	-1.1%	-9.7%	-2.2	-6.1%	0.3%	-56.2%[inhibitor]	-6.0%	-0.5%
N#Cc1c(Nc2ccccc2)sc(C(=O)c2ccc(F)cc2)c1N	?	2.5%	-7.0%	?	-50.3%	15.8	-2.7%	-1.4%	2.8%	-24.4%	0.2%
COc1cc(/C=N/NC(=O)CCN2CCN(C(c3ccccc3)c3ccccc3)CC2)ccc1O	-4.2%	-3.4%	-1.4%	60.6%[activator]	6.0%	?	0.3%	-4.7%	?	-9.6%	-0.4%
CC(C)(C)NC(=O)NC(=O)CN1c2cccc3cccc(c23)S1(=O)=O	1.4%	2.9%	0.9%	37.9%[activator]	-48.8%	1.4	-8.6%	-0.1%	?	-5.6%	0.2%
CCOC(=O)/C(C)=N/NC(=O)c1ccc([N+](=O)[O-])cc1	-1.8%	1.0%	0.2%	1.6%	-1.7%	5.0	-1.4%	-2.3%	7.3%	-7.3%	0.3%
Nc1cc(=O)[nH]c(SCC(=O)Nc2nnc(-c3ccccc3)s2)n1	0.7%	8.7%	0.4%	0.2%	-1.0%	-4.1	-2.2%	7.0%	-4.6%	-9.2%	-0.3%
